Screening results as filed in PubChem.
TEAD-YAP inh: TEAD-YAP interaction inhibition; HEK-TIYL cells, TEAD-Gal4/YAP UAS-luciferase luminescence; inhibition, % at 9.12 µM; actives 1.4% (n = 640,000); in the data active means inhibition above about 32%;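 further: 0% = median of test compound wells and 100% = reference inhibitor wells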
FBW7 act: activators of human E3 ligase FBW7. Q969H0. AlphaScreen FBW7–phospho-cyclin E peptide binding, activator screen. normalized activity (activation), % at 26.1 µM. actives 0.13% (n = 650,000). AID 1259310; in the data active means normalized activity above about 1.9%;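 further: purified mutant Fbw7 with reduced substrate affinity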
MITF inh: inhibitors of human MITF; inhibition, % at 2.6 µM; O75030; actives 0.91% (n = 650,000); AlphaScreen MITF homodimerization, bead proximity signal; in the data active means inhibition above about 50%;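 further: 0% = vehicle wells with protein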
Target sequence (O75030 whole entry, looked up): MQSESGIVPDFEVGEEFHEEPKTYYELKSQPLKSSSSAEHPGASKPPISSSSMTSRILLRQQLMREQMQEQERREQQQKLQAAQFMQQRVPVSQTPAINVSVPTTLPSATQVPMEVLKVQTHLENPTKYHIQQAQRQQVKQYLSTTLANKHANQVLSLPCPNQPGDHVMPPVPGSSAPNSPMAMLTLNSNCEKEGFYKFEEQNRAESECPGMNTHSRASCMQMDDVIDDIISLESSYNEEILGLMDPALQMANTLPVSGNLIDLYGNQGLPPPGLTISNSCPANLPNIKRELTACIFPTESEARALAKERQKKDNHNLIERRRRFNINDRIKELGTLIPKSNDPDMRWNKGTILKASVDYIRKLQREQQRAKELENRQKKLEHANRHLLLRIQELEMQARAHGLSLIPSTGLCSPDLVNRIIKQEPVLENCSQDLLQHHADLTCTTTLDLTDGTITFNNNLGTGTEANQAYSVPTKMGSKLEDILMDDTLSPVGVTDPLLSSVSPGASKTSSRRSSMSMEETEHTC
GPR151 ag: activates the human receptor GPR151; PathHunter beta-arrestin GPR151 cells, luminescence; activation, % at 11.2 µM; actives 1% (n = 650,000); Q8TDV0; AID 1508602; in the data active means activation above about 4.9%;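 further: 0% = median of compound wells and 100% = cells with positive control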
Target sequence (Q8TDV0 whole entry, looked up): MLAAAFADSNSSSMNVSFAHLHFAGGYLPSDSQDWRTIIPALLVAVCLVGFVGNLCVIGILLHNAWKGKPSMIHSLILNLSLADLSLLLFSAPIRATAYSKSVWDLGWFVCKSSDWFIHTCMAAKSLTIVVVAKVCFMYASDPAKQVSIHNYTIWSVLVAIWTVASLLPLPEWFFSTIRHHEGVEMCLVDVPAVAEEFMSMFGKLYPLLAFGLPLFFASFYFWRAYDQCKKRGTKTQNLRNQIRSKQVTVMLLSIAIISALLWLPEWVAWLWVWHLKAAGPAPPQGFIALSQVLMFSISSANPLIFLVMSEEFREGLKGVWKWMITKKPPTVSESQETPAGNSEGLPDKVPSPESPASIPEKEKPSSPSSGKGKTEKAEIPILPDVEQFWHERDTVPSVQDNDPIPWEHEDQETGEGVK
An asterisk follows results filed as active; nt = no result given.

SMILES	TEAD-YAP inh	FBW7 act	MITF inh	GPR151 ag
COC(C(=O)NC(C(C)C)C(C)C)c1ccccc1 (stereo not drawn)	-3.6	-0.1	11.9	-0.4
CCCCN1CN(Cc2ccco2)CNC1=S	-0.1	0.3	0.4	0.8
Cc1ccc(S(=O)(=O)N2CCCC(c3nnc(CC(C)(C)C)o3)C2)cc1C (stereo not drawn)	24.8	0.2	11.2	0.7
CC(=O)Nc1ccc(NC(=O)Cn2cc3c(n2)CCC(C)C3)cc1 (stereo not drawn)	-0.1	0.7	11.2	-0.6
COc1ccc(/C(O)=C2\C(=O)C(=O)N(CCN3CCOCC3)C2c2ccccc2)cc1 (stereo not drawn)	-9.8	-0.2	-8.0	-0.4
COc1ccc2c(c1)OC/C(=C\c1ccc(OC)c(O)c1)C2=O	41.8*	0.8	0.7	0.1
CC1CCCN(c2ccc(C(=O)O)cc2[N+](=O)[O-])C1 (stereo not drawn)	22.1	1.4	19.2	-1.2
CCCOC(=O)C1=C(C)NC(=O)NC1c1cccc(Oc2ccccc2)c1 (stereo not drawn)	-18.5	0.0	-5.1	-0.4
CC1CCN(C2CC(=O)N(c3cc(Cl)cc(Cl)c3)C2=O)CC1 (stereo not drawn)	14.9	0.7	8.6	-0.3
COc1cc(CNC2CCCc3ccccc32)cc(OC)c1O (stereo not drawn)	18.1	0.1	57.2*	0.2
Cc1cc(C)n(C(=O)/C=C/c2ccccc2)n1	1.0	0.3	-1.3	0.7
COc1cc(CC(=O)OCC(=O)C(C)(C)C)cc(OC)c1OC	-0.3	0.0	1.0	-1.2
CSc1nc(C)c(C(=O)CSc2nc(C)c(C(C)=O)cc2C#N)cc1C#N	7.2	0.1	4.1	1.2
CC(C)CC1=NN2C(=N)/C(=C/c3ccc(OC(C)c4ccccc4)cc3)C(=O)N=C2S1 (stereo not drawn)	-7.6	-0.1	-9.2	0.6
Cn1c(=O)oc2cc(S(=O)(=O)N3CCC(C(=O)N4CCCCC4)CC3)ccc21	-2.7	0.2	9.7	1.1
Cc1c(C(=O)NC2CCCCCC2)sc2ncnc(N3CCN(c4ccccc4F)CC3)c12	3.6	0.2	4.0	0.6
CCCCSc1nc2c(c(=O)[nH]1)C1(CCCC1)Cc1ccccc1-2	4.9	0.2	5.5	0.7
CCOC(=O)N1CCN(S(=O)(=O)c2ccc(C(=O)Nc3sc4c(c3C(N)=O)CCN(C(C)C)C4)cc2)CC1	-0.7	0.1	5.4	-0.8
COC(=O)COc1nsnc1N1CCOCC1	8.9	-0.1	4.8	-0.4
Cc1ccc(C2C(C#N)=C(N)OC3=C2C(=O)CC(C)(C)C3)o1 (stereo not drawn)	-2.2	0.2	18.9	-0.3
COc1ccc(NC(=O)CSc2nnc(CNC(=O)c3cccs3)o2)c(OC)c1	4.9	0.1	8.8	0.8
CN1C(=O)C(=O)/C(=C(/O)c2ccc(Br)cc2)C1c1ccccc1[N+](=O)[O-] (stereo not drawn)	-20.4	0.3	4.5	-1.4
COc1cc(/C=N\n2cnnc2)cc(Cl)c1OCC#N	-0.8	0.4	16.0	-1.1
O=C(NC1CC1)c1cc(Sc2ccc(F)cc2)nc2ccccc12	6.8	0.6	13.5	-0.4
COc1ccc(-c2nc3ccccc3c(=O)n2NC(=O)COc2ccc(Cl)cc2Cl)cc1OC	6.8	0.2	5.5	-0.2
Cc1cc(C)cc(N(CC(=O)NC2CCCC2)C(=O)CCC(=O)Nc2nc(C)cs2)c1	7.5	0.1	5.0	1.1
O=C(NC(=S)Nc1ccc(Cc2ccncc2)cc1)c1ccc(Cl)cc1	13.4	0.0	-6.3	1.1
O=C(CCc1nnc2ccc(N3CCOCC3)nn12)Nc1ccc(F)c(F)c1	5.8	-0.1	-14.6	2.1
COc1ccc(-c2nc3n(n2)C(c2ccccc2Cl)C2=C(CCCC2=O)N3)cc1 (stereo not drawn)	0.1	-0.2	-5.0	0.0
O=P(O)(O)OC1[C@@H](O)[C@H](OP(=O)(O)O)C(OP(=O)(O)O)[C@H](OP(=O)(O)O)[C@H]1O (stereo partly drawn)	nt	nt	2.0	-1.6
COc1ccc(OC)c(C2NC(=O)NC(C)=C2C(=O)Nc2ccc(Br)cc2)c1 (stereo not drawn)	-1.7	0.1	-8.1	0.1
CC1(C)C(=O)Nc2ccccc2N1C(=O)CSc1nc2ccccc2c(=O)[nH]1	0.3	-0.1	-1.4	-0.5
COc1ccc(C2=NN(C(=O)CSc3nnc(CNC(=O)c4cccs4)n3-c3ccccc3)C(c3ccc(OC)cc3)C2)cc1 (stereo not drawn)	-3.3	0.0	-4.5	1.5
CCOC(=O)CN(Cc1ccc(Cl)cc1)S(=O)(=O)c1ccc(C(C)C)cc1	12.8	0.9	8.0	0.6
CCCCOc1ccc(S(=O)(=O)NNC(=O)c2cc3ccccc3o2)cc1	6.9	0.1	-0.2	-0.4
Cc1ccc(S(=O)(=O)N(CC(=O)NC2CC2)c2ccc(Br)cc2)cc1	-1.8	0.0	2.5	1.0
COc1ccc(/C=C(\C#N)S(=O)(=O)c2ccccc2)c2ccccc12	10.3	0.0	13.0	0.4
COc1ccc(O)c(/C=N/NC(N)=S)c1	0.9	-0.7	41.3	-0.8
NC(=O)c1cccc(NC(=O)c2ccccc2C(=O)O)c1	0.6	0.3	7.0	-1.5
Cc1nc(SCC(=O)c2ccc(O)c(O)c2)c(C#N)c(C)c1Cl	-7.7	-0.2	1.1	-1.1
O=C(CN1C(=O)NC2(CCCc3sccc32)C1=O)NCc1ccco1 (stereo not drawn)	-3.8	0.0	4.4	0.7
COc1ccc(-c2nc3ccccc3c(=O)n2NCc2cc(OC)ccc2OC)cc1	-2.8	0.2	-5.2	-0.3
O=C1c2ccccc2C(=O)c2cc(S(=O)(=O)N3CCN(Cc4ccccc4)CC3)ccc21	-5.5	0.1	-12.3	0.0
NC1=NC(c2cccn2-c2ccc([N+](=O)[O-])cc2)n2c(nc3ccccc32)N1 (stereo not drawn)	-5.2	0.4	19.9	-0.8
OCC1CCCN1c1nc(NC2CCN(Cc3ccccc3)CC2)c2ncn(-c3ccsc3)c2n1 (stereo not drawn)	3.5	-0.2	5.1	0.7
CC(=O)OCCCNc1cc(SCCCc2ccccc2)c2nonc2c1[N+](=O)[O-]	9.6	0.3	9.6	-1.6
CC1CCCCN1Cc1nc(NCc2cccs2)c2ccccc2n1 (stereo not drawn)	-7.7	-0.3	4.0	0.3
O=C(NCc1ccco1)C1CC(=O)N(c2ccccc2)C1 (stereo not drawn)	3.0	0.0	-4.6	0.6
Cc1csc(-c2coc3c(C)c(O)c(CN4CCN(CCO)CC4)cc3c2=O)n1	8.1	-0.1	-7.2	1.0
CCn1c(Cc2ccccc2)nnc1SCC(=O)Nc1ccc(Cl)c(C(=O)O)c1	6.9	0.2	-6.9	0.2
COCCCNC(=O)CN(Cc1ccccc1F)S(=O)(=O)c1ccc(Cl)cc1	1.0	-0.1	-12.6	2.0
CC(=O)N1CCc2c(sc(NC(=O)c3ccc(C)c(C)c3)c2-c2nc3ccccc3s2)C1	8.3	0.1	-15.9	0.8
O=C1CCC(=O)N1c1ccc(NCC2CCCO2)c([N+](=O)[O-])c1 (stereo not drawn)	-2.3	1.0	19.9	1.6
COc1cc(OC)c(C2NC(=O)CCC2[N+](=O)[O-])cc1OC (stereo not drawn)	3.1	-0.1	0.4	-2.0
COc1cc(Cl)cc(C=C2C(=O)c3ccccc3C2=O)c1O	0.0	0.1	9.5	2.2
COc1ccc(CCNC(=O)CCCn2c(SCC(=O)Nc3ccc(F)cc3)nc3cc4c(cc3c2=O)OCO4)cc1OC	-19.1	-0.3	5.4	0.7
COc1ccc(-c2noc(CCC(=O)NC3CCCC(C)C3C)n2)cc1 (stereo not drawn)	-5.0	0.0	-4.5	-0.7
Cc1ccc(N2CCN(C(=O)c3sc4ncn(Cc5ccccc5F)c(=O)c4c3C)CC2C)cc1 (stereo not drawn)	0.6	0.0	17.6	-2.2
COc1cccc(CC(=O)N2CCC[C@@H]2Cn2nc(-c3cccs3)ccc2=O)c1	6.2	-0.1	-2.3	-0.4
CCOC(=O)c1c(NC(=O)C2CCCN2S(=O)(=O)c2ccccc2)sc2c1CCCC2 (stereo not drawn)	-12.6	0.1	10.2	0.6
More records follow.
SMILES	TEAD-YAP inh	FBW7 act	MITF inh	GPR151 ag
Cc1c(Cl)cccc1N1CC(C(=O)NCc2ccccc2)CC1=O (stereo not drawn)	2.8	0.1	9.0	-0.6
Cc1ccc(NC(=O)COc2c(C)cccc2C)c(Br)c1	-17.1	2.5*	21.1	-1.1
CCn1c(C)c(CCC(=O)NCc2cccnc2)c(=O)n2nc(-c3ccccc3OC)cc12	-5.5	0.5	-6.9	-0.4
Cc1nc2ccccc2c(=O)n1NC(=O)c1cccnc1Cl	-3.5	0.2	20.8	-0.4
COc1ccc(-c2cc(C(=O)NC3CCCCC3)no2)cc1	-12.8	0.1	-2.2	-1.0
O=C(N/N=C/c1ccncc1)c1cc2ccccc2cc1O	2.7	-0.1	10.4	5.0*
CC(NC(=O)c1ccc(C(C)(C)C)cc1)C(N)=O (stereo not drawn)	-20.9	0.4	7.1	1.3
C=CCN(CC=C)C(=O)CC1(c2cccc(F)c2)CC(=O)N(C2CCCC2)C1=O (stereo not drawn)	-5.7	-0.2	-0.2	-0.5
Cc1sc2nc(C)n3c(=O)n(CCN4CCCC4)nc3c2c1C	-8.6	0.2	-15.3	1.2
COc1cccc(NC(=O)C2=C(C)C(=O)OC23CCCCC3)c1	-7.5	1.6	24.0	0.2
Cc1nc(N2CCN(C(=O)c3c[nH]c4ccccc34)CC2)cc(-n2ccnc2)n1	7.2	-0.2	-2.4	-0.2
Cc1cc(-c2nnc(SCC(=O)N3CCc4ccccc43)o2)c(C)o1	-1.2	0.1	2.5	1.9
NS(=O)(=O)c1ccc(CCNC(=O)CCCn2c(SCC(=O)NCc3ccco3)nc3ccsc3c2=O)cc1	5.8	-0.1	-9.4	1.1
COCCCNC(=O)c1c(C)nc2sccn12	3.9	-0.1	12.8	-0.8
CC(C)Cn1c(=O)c(C(=O)Nc2nc3ccccc3[nH]2)c(O)c2ccccc21	-6.3	0.0	-6.3	0.6
COc1ccc(/C(N)=N/OC(=O)c2cccc([N+](=O)[O-])c2C)cc1OC	-2.9	0.0	-6.2	-0.9
Cc1nn(CC(=O)N(C)C2CCCCC2)c(=S)n1C	-7.5	-0.1	-1.9	-2.6
COc1ccccc1OCCNC(=O)c1ccccc1-c1ccccc1	-3.2	0.0	9.0	0.7
O=C(Cn1nnc(-c2ccc(NC(=O)c3ccccc3F)cc2)n1)NCc1ccco1	-58.0	0.0	17.4	-0.5
Cc1sc(NC(=O)c2ccco2)c(C(c2cccnc2)N2CCOCC2)c1C (stereo not drawn)	28.7	-0.1	12.5	-0.6
CCCOC(=O)c1ccc(NC(=O)C(F)(F)F)cc1	-9.2	0.0	12.9	-1.0
C=CCn1c(N2CCCC(C)C2)nc2c1c(=O)n(C)c(=O)n2C (stereo not drawn)	22.2	1.5	4.3	-1.9
COc1ccc(NC(=O)Cn2nnc(-c3ccccc3F)n2)c(OC)c1	3.6	0.0	-10.2	0.3
COc1ccc(CC(=O)Nc2cccc(Cl)c2C)cc1OC	5.0	0.5	17.8	0.4
Cc1ccc(NC(=O)CCNC(=O)OCC(C)C)cc1C	-4.5	-0.2	1.5	0.4
O=[N+]([O-])c1cccc(S(=O)(=O)N/N=C/C=C/c2ccccc2[N+](=O)[O-])c1	3.5	0.9	21.9	-0.9
CC(=O)Oc1ccc(N(C(C)=O)S(=O)(=O)c2ccc(Cl)cc2)cc1Cl	4.0	0.1	1.0	0.1
COCCNCC(=O)Nc1ccc(C2CCCCC2)cc1	3.4	-0.1	13.7	-0.5
COc1ccc(CCN(C)C2CCCN(Cc3cnc(N(C)C)s3)C2)cc1OC (stereo not drawn)	-3.4	0.1	-6.4	1.2
COCCCNC(=O)c1cc(OC)c(OC)c(OC)c1	-2.4	-0.1	1.2	-2.2

6 structures from above, sorted by formula weight, low to high.
SMILES	TEAD-YAP inh	FBW7 act	MITF inh	GPR151 ag
COCCNCC(=O)Nc1ccc(C2CCCCC2)cc1	3.4	-0.1	13.7	-0.5
Cc1ccc(NC(=O)CCNC(=O)OCC(C)C)cc1C	-4.5	-0.2	1.5	0.4
COc1ccc(CC(=O)Nc2cccc(Cl)c2C)cc1OC	5.0	0.5	17.8	0.4
COc1ccccc1OCCNC(=O)c1ccccc1-c1ccccc1	-3.2	0.0	9.0	0.7
COc1ccc(NC(=O)Cn2nnc(-c3ccccc3F)n2)c(OC)c1	3.6	0.0	-10.2	0.3
O=C(Cn1nnc(-c2ccc(NC(=O)c3ccccc3F)cc2)n1)NCc1ccco1	-58.0	0.0	17.4	-0.5

(continued)
SMILES	TEAD-YAP inh	FBW7 act	MITF inh	GPR151 ag
Cc1cc(NC(=O)CSc2nnc3c(n2)[nH]c2ccccc23)no1	0.0	-0.2	10.4	1.8
CCOC(=O)c1c(C)n(C)c2ccc(OC(=O)c3ccc([N+](=O)[O-])cc3)cc12	-2.9	0.1	7.6	0.9
CC(C)c1ccc(NC(=O)CCN2C(=O)c3ccncc3C2=O)cc1	-2.5	-0.1	1.7	0.1
Cc1sc2ncnc(N/N=C/c3ccc(N4CCOCC4)s3)c2c1C	-12.3	-0.2	-3.3	0.7
COc1ccc(Cc2cc(C(=O)NCC(C)Oc3cccnc3)on2)cc1 (stereo not drawn)	-1.7	0.1	-0.9	1.8

Compounds as they come; 3.5% or so of the library scored in one or more.
